# FN deposition inh = fibronectin deposition inhibition; AID 743247; inhibition, % at 12.6 µM; AH1F fibroblasts, Alexa488-fibronectin deposition fluorescence, overnight; 350,000 tested, 0.086% active;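 active means mean inhibition across replicates of 30% or more, regardless of how many single replicates reach that level; inconclusive means mean under 30% yet at least half of replicates reach 30%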;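 further: positive control wells lacked labelled fibronectin entirely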
#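 Assay system: AH1F fibroblasts / Quantity: 10000 cells per well / Medium: DMEM plus 2% serum, read in PBS / Reagent: labelled fibronectin 24 nM / Dosing: single dose, pinned / Times: 1 h cell attachment, overnight exposure to compound and label / Signal: fluorescence, ex 485 nm, em 525 nm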
# SIRT5 block = blocks human SIRT5 desuccinylation of peptide; inhibition, % at 15 µM; AID 652115; Purified SirT5, succinyl-peptide AMC, trypsin-coupled fluorescence; 330,000 tested, 1.1% active; Q9NXA8; in the data active means inhibition above about 15%; inconclusive means no clear call, values can overlap the other calls
# Target sequence (Q9NXA8 whole entry, looked up): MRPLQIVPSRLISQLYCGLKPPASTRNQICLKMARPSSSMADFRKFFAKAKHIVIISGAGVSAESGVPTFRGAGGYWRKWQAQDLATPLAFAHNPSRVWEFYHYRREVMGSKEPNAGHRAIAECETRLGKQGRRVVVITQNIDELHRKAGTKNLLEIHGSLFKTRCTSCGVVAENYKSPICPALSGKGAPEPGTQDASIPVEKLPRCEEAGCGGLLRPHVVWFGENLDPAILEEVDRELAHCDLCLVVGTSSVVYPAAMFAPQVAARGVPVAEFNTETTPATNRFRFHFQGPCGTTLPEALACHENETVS
# esBAF inh = inhibitors of esBAF chromatin remodeling in mouse ES cells | reporter increase, % at 12.5 µM | 350,000 tested, 2% active | AID 602393 | Bmi1-luciferase knock-in reporter, 24 h; 100% = twice the neutral-well signal; in the data active means activation above about 40%; inconclusive means no clear call, values can overlap the other calls;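 further: 0% = median of the plate's neutral control wells and 100% = double that signal; a rise in the Bmi1 reporter signal indicates esBAF inhibition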
# S100A4 inh HTS = blocks human S100A4 binding to myosin IIA peptide; P26447; S100A4/TAMRA-MyoIIA peptide fluorescence polarization; inhibition, % at 10.7 µM; 360,000 tested, 0.14% active; AID 652163;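 active means mean inhibition of at least 70% across replicates, with every replicate also reaching that level; inconclusive means mean inhibition reaches 70% but some replicates fall short; inactive means mean inhibition below 70%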
# Target sequence (P26447 whole entry, looked up): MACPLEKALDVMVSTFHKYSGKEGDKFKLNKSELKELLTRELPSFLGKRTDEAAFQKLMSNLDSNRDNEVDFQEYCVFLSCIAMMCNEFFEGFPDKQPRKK
#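 Material: S100A4 monomer protein | Medium: HEPES pH 7.2 with CaCl2, KCl, NaCl, DTT, Triton | Reagent: Labelled myosin peptide probe, 5 nM | Doses: One dose per compound | Times: 5 min incubation before reading | Benchmarks: Neutral control DMSO, positive control TFP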
# C2C12 statin = protects C2C12 myotubes from simvastatin toxicity | rescue of ATP level, % at 7.49 µM | AID 602340 | ATP luminescence, 48 h; scaled: DMSO 0, geranylgeraniol control 100 | 330,000 tested, 0.78% active;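 active means mean ATP rescue above about 67%, or every replicate alone reaching that limit, limit read from the data, passing the limit was not always enough; inconclusive means no clear call, values can overlap the other calls; inactive means mean under the limit and some replicate under it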;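 further: myotubes were challenged with 10 µM simvastatin during compound exposure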
# LGR2 antag = blocks bursicon-induced cAMP signaling via Drosophila LGR2; inhibition, % at 9.99 µM; HEK293 LGR2, CRE-luciferase, bursicon-stimulated, 4 h; 380,000 tested, 0.35% active;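 active means drop in luminescence signal, shown as inhibition above about 50% in the replicate tests, limit read from the data, passing the limit was not always enough; inconclusive means probably only some replicates passing the limit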;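 further: agonist challenge used bursicon conditioned medium at about half maximal strength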
# CASP6 VEID inh = caspase-6 (human) enzyme inhibition | P55212 | purified caspase-6, Z-VEID-R110 cleavage fluorescence | inhibition, % at 12.5 µM | 350,000 tested, 0.53% active;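 active means mean inhibition across replicates at least about 35%, with every replicate also reaching that limit, limit read from the data; inconclusive means only one of the two criteria met; inactive means neither criterion met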;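 further: 0% = median of neutral control wells and 100% = no fluorescence left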
# Target sequence (P55212 24-179 limits assumed): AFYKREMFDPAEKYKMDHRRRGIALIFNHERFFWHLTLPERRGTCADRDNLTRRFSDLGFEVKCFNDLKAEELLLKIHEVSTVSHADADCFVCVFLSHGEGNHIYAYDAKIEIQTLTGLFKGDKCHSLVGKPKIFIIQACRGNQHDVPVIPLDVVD
# Target sequence (P55212 194-293 limits assumed): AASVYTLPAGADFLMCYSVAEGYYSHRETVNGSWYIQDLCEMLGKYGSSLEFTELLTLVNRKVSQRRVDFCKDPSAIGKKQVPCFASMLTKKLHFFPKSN
# * hit, by the source's call; u = inconclusive; x = no result given; & = joins results of further samples. A portion of the library; rates above refer to the full screens.
nr	canonical_smiles	C2C12 statin	SIRT5 block	CASP6 VEID inh	FN deposition inh	esBAF inh	S100A4 inh HTS	LGR2 antag
1	Cc1ccccc1C(=O)Nc1ccc(O)c2c(=O)cc(-c3ccccc3Cl)oc12	-14	x	-1	3	-12	-8	7
2	C[C@@H]1CN([C@@H](C)CO)C(=O)c2cc(NC(=O)Nc3ccccc3)ccc2O[C@H]1CN(C)Cc1ccc(Oc2ccccc2)cc1	-6	12	-2	x	4	2	3
3	Cc1ccc(S(=O)(=O)Nc2ccc3c(c2)CC(=O)N([C@H](C)CO)C[C@@H](C)[C@H](CN(C)S(=O)(=O)c2ccc(F)cc2)O3)cc1	-16	x	x	x	4	x	32
4	C[C@@H]1CN([C@H](C)CO)C(=O)c2cc(NS(=O)(=O)c3ccccc3)ccc2O[C@@H]1CN(C)S(=O)(=O)c1cccs1	3	1	2	x	2	-6	6
5	CC(C)C[C@@H](CN)NC(=O)c1nc[nH]c1C(=O)N[C@@H](C)C(=O)CNC[C@H](C)NC(=O)c1nc[nH]c1C(=O)N[C@@H](CC(=O)O)C(=O)O	18	x	0	5	-5	29	1
6	Cc1ccc(C(C)C)c(OCC(=O)OCC(=O)NC2CC2)c1	-3	-2	1	0	6	-1	6
7	CC(C)c1ccc(C2C(C(=O)c3ccco3)=C(O)C(=O)N2CCN2CCOCC2)cc1 (configuration not stated)	6	2	2	1	4	-10	7
8	O=c1cccccc1NN=C1CCCCC1	11	0	7	-1	30	-21	-12
9	Cc1cc(=O)[nH]c(SCC(=O)Nc2ncc(S(=O)(=O)c3ccc([N+](=O)[O-])cc3)s2)n1	x	-1	35	-21	x	13	17
10	Cc1nnc(SCC(=O)N2CCN(S(=O)(=O)c3ccccc3)CC2)s1	-4	2	-1	-5	4	0	6
11	CCCc1cc(=O)[nH]c(/N=C(\N)Nc2ccccc2)n1	4	-2	-1	x	8	2	-2
12	COc1ccc2c3c([nH]c2c1)[C@@H](CO)N(Cc1ccncc1)CC31CCN(Cc2ccc(-c3ccccn3)cc2)CC1	x	6	-1	x	x	5	1
13	Cc1noc(C)c1CSCC(=O)Nc1cc(Cl)ccc1N1CCOCC1	x	-1	0	-3	x	-3	20
14	O=[N+]([O-])c1ccc(S(=O)(=O)Nc2ccc(-c3ccc(N4CCCC4)nn3)cc2)cc1	-9	-1	-4	-4	x	0	-12
15	COc1cc(CCCN2CCNC[C@@H]2Cc2ccccc2)cc(OC)c1OC	-3	-2	-4	-1	-7	1	5
16	Cc1ccnc(NC(=O)CNC(=O)c2sc3ccccc3c2Cl)c1	3	0	0	x	52*	-4	-72

# Overlap with the part before: 2 entries, then new ones.
nr	canonical_smiles	C2C12 statin	SIRT5 block	CASP6 VEID inh	FN deposition inh	esBAF inh	S100A4 inh HTS	LGR2 antag
15	COc1cc(CCCN2CCNC[C@@H]2Cc2ccccc2)cc(OC)c1OC	-3	-2	-4	-1	-7	1	5
16	Cc1ccnc(NC(=O)CNC(=O)c2sc3ccccc3c2Cl)c1	3	0	0	x	52*	-4	-72
17	OCCC1CN(Cc2cccn2-c2ncccn2)CCN1C1CCCC1 (configuration not stated)	3	-2	1	5	-4	2	-7
18	Clc1ccc(C=NN2CCCCCC2)cc1Cl	-10	1	-10	-1	x	-3	x
19	CN1CCN(C(=O)C[C@@H]2CC[C@@H]3[C@H](COC[C@H](O)CN3C(=O)Nc3ccc(Cl)cc3)O2)CC1	-18	-2	-3	5	27	11	-30
20	O=C(NCC[C@H]1CC[C@@H](NS(=O)(=O)c2cccc(F)c2)[C@@H](CO)O1)C1CCCCC1	-2	-1	0	-2	5	3	12
21	C[C@@H]1CN([C@@H](C)CO)C(=O)c2cc(NS(=O)(=O)c3ccc(F)cc3)ccc2O[C@H]1CN(C)C(=O)Nc1ccc2c(c1)OCO2	13	-5	0	4	u	-13	6
22	COc1ccccc1CN1CCNC(=O)C1CC(=O)NCCCN1CCOCC1 (configuration not stated)	-3	0	-22	-3	5	131*	-4
23	COc1ccc2c3c(n(C)c2c1)[C@H](CO)N(C(=O)c1ccncc1)CC31CN(C(C)=O)C1	x	-2	2	-18	x	4	23
24	C[C@@]12C(=O)N(Cc3ccc(-c4ccccc4)cc3)CC(=O)N1[C@H](/C=C/c1ccccc1)[C@@H]1C(=O)N(c3ccccc3)C(=O)[C@@H]12	7	x	-1	-6	-4	1	x
25	O=C(CSc1nnc(C2CC2)n1Cc1ccccc1)Nc1cccnc1Cl	x	-2	x	x	x	-5	3
26	COc1ccccc1CN1C[C@@H]2C[C@@H](c3ccc4nsnc4c3)N3CCC[C@@]23C1=O	-1	-3	5	-2	5	0	5
27	Cc1nn(C(=O)c2cccs2)c(N)c1-c1ccccc1	5	1	-2	2	85*	4	-66
28	C[C@H](CO)N1C[C@H](C)[C@@H](CN(C)S(C)(=O)=O)OCc2ccccc2-c2ccccc2C1=O	-9	-1	-2	-3	1	9	7
29	CCCNC(=O)[C@H]1[C@H](CO)[C@H]2Cn3c(ccc(C4=CCCCC4)c3=O)[C@H]2N1Cc1ccccc1F	21	14	0	2	2	1	-3
30	CCCCCNC(=O)C(c1cc2ccccc2o1)n1c(=O)c(-c2ccco2)nc2ccccc21 (configuration not stated)	x	0	2	-13	x	1	-30
31	COc1ccc(OC)c(NC(=O)CSc2nnc(CNC(=O)COc3ccc(Cl)cc3)o2)c1	x	-1	-1	x	x	1	-8&1
32	CC(C)NC(=O)C1CCCN(S(=O)(=O)c2cccc3nonc23)C1 (configuration not stated)	-2	-1	-1	-8	-6	-1	-1
33	CCC(=O)Nc1nc2c(c(=O)[nH]1)CCCC2	x	x	-1	-6	x	-5	6
34	CCOc1ccc(Nc2nc(N)nc(CSC(=S)N3CCOCC3)n2)cc1	6	4	3	6	25	14	x
35	O=C(COc1ccc(Cl)cc1Cl)NC(=S)Nc1ccc(CN2CCOCC2)cc1	x	0	-10	-1	x	-5	-3
36	O=c1[nH]c2ccc(S(=O)(=O)Nc3ccc(Cl)cc3)cc2o1	13	0	1	x	-5	-7	3
37	CC(/C=N/NC(=O)c1nnn(-c2nonc2N)c1C(C)C)=C\c1ccco1	-15	2	7	-25	7	8	1
38	Cn1c(=O)c2cc(NC(=O)c3ccccc3Cl)c(=O)oc2n(C)c1=O	24	x	x	x	1	x	-2
39	COc1ccccc1C(=O)N(C)CC(=O)Nc1ccc(N2CCOCC2)cc1	0	-3	-7	6	-3	-7	0
40	C[C@@H]1CCCCO[C@@H](CN(C)Cc2ccncc2)[C@H](C)CN([C@@H](C)CO)C(=O)c2cc(NS(=O)(=O)c3ccccc3)ccc2O1	x	5	-4	-18	5	2	-10
41	C[C@@H]1CCCCO[C@@H](CN(C)C(=O)Nc2ccccc2)[C@H](C)CN([C@H](C)CO)C(=O)c2cc(NC(=O)CCC(F)(F)F)ccc2O1	x	8	-2	8	11	-4	16
42	Cc1oc(-c2cccc(C(F)(F)F)c2)nc1CN1CCC[C@H]1CO	-4	-8	-3	11	-2	-14	-19
43	Cc1ccc(S(=O)(=O)N2CC(O)CC2C(=O)NCc2ccc3c(c2)OCO3)cc1 (configuration not stated)	9	0	8	1	-8	8	11
44	C[C@H]1CN([C@@H](C)CO)C(=O)Cc2cc(NC(=O)Cc3cn(C)c4ccccc34)ccc2O[C@H]1CN(C)C(=O)Nc1ccc2c(c1)OCO2	10	-1	-4	x	3	-25	8
45	CC(NS(=O)(=O)c1ccc2[nH]c(=O)c(=O)[nH]c2c1)C(=O)O (configuration not stated)	-3	25*	-2	-7	-2	-1	5
46	CN1CCN(S(=O)(=O)c2ccc(C3CCCCC3)cc2)CC1	-10	-2	-7	0	0	-5	-14
47	CS(=O)(=O)N1[C@@H]2Cn3c(ccc(C4=CCCCC4)c3=O)[C@H]1[C@@H](C(=O)N1CCCCC1)[C@@H]2CO	19	-29	2	x	1	1	-25
48	CCS(=O)(=O)N[C@H]1C=C[C@@H](CC(=O)NCc2ccc(Cl)cc2)O[C@@H]1CO	-3	3	0	-7	4	-3	6
49	O=C(CSCc1ccc(F)cc1)NCc1ccc(F)cc1	x	-3	2	4	x	1	-16
50	C[C@@H]1CN([C@@H](C)CO)S(=O)(=O)c2ccc(-c3cccnc3)cc2O[C@@H]1CN(C)C(=O)CN(C)C	-16	1	5	2	-9	-10	-12
51	CCOC(=O)c1c(C)[nH]c(C(=O)COC(=O)c2oc3ccccc3c2C)c1C	-2	x	x	0	-2	x	x
52	O=C(CCN1CCCCC1)NCC[C@@H]1CC[C@@H](NS(=O)(=O)c2cccc(Cl)c2)[C@H](CO)O1	-1	x	x	-10	-4	x	21

# Compounds from the list above that have fluorine:
nr	canonical_smiles	C2C12 statin	SIRT5 block	CASP6 VEID inh	FN deposition inh	esBAF inh	S100A4 inh HTS	LGR2 antag
3	Cc1ccc(S(=O)(=O)Nc2ccc3c(c2)CC(=O)N([C@H](C)CO)C[C@@H](C)[C@H](CN(C)S(=O)(=O)c2ccc(F)cc2)O3)cc1	-16	x	x	x	4	x	32
20	O=C(NCC[C@H]1CC[C@@H](NS(=O)(=O)c2cccc(F)c2)[C@@H](CO)O1)C1CCCCC1	-2	-1	0	-2	5	3	12
21	C[C@@H]1CN([C@@H](C)CO)C(=O)c2cc(NS(=O)(=O)c3ccc(F)cc3)ccc2O[C@H]1CN(C)C(=O)Nc1ccc2c(c1)OCO2	13	-5	0	4	u	-13	6
29	CCCNC(=O)[C@H]1[C@H](CO)[C@H]2Cn3c(ccc(C4=CCCCC4)c3=O)[C@H]2N1Cc1ccccc1F	21	14	0	2	2	1	-3
41	C[C@@H]1CCCCO[C@@H](CN(C)C(=O)Nc2ccccc2)[C@H](C)CN([C@H](C)CO)C(=O)c2cc(NC(=O)CCC(F)(F)F)ccc2O1	x	8	-2	8	11	-4	16
42	Cc1oc(-c2cccc(C(F)(F)F)c2)nc1CN1CCC[C@H]1CO	-4	-8	-3	11	-2	-14	-19
49	O=C(CSCc1ccc(F)cc1)NCc1ccc(F)cc1	x	-3	2	4	x	1	-16

# Bioassay records (PubChem)
